Assay outcomes (PubChem BioAssay)
Vif inh: HIV Vif self-association inhibitors, primary screen, imaging, HEK293T, single point | HEK293T cells, Vif self-association by quenched fluorescence, 24 h | inhibition, % at 7.49 µM | hit rate 0.35% among 340,000; in the data active = inhibition above about 50%, passing the limit was not always enough; note: some results filed as inactive read as strong as hits
HIF-2a inh: HIF-2a reporter inhibitors, primary screen, luminescence, 786-0 RCC cells; AID 624352, 2012; inhibition, % at 18.8 µM; 786-0 RCC cells HIF-2a reporter, luciferase luminescence, overnight; hit rate 0.72% among 360,000;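 active = inhibition of the luminescence signal of 40% or more relative to plate controls, in a single-dose primary screen at 18.75 µM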
CaV13 FRET inh: Primary screen for inhibitors of IQ motif and Ca2+-dependent inactivation inhibitor domain binding in CACNA1D, Förster resonance energy transfer in living cells, …. HEK cells, CFP/YFP FRET ICDI-IQ, plate reader, 10 min; percent FRET-ratio fall versus neutral wells. inhibition, % at 12.3 µM. hit rate 0.098% among 340,000. AID 743397;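 active = mean replicate inhibition of at least 30% and at least 1% of replicates passing that level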;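 note: 0% = median of the neutral control wells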
CF NFkB block: inhibitors of PAF-induced NF-kB signaling, primary screen, cell-based, GFP fluorescence, uHTS | KKLEB NF-kB-GFP reporter, GFP fluorescence overnight | inhibition, % at 5 µM | hit rate 0.86% among 360,000;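 active = at least 50% inhibition at 5 µM, scaled per plate between neutral and stimulator controls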;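 note: PAF is a Pseudomonas aeruginosa culture filtrate used as stimulus; plate controls were PAF-stimulated DMSO wells for no effect and unstimulated DMSO wells for full effect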
NR2E3 ag-1: inhibitors of NR2E3-RetCOR corepressor binding, primary screen, NR2E3 agonist project, biochemical, TR-FRET, GST-NR2E3, biotin-RetCOR | Photoreceptor-specific nuclear receptor (Homo sapiens), Q9Y5X4 | 1536-well | inhibition of corepressor binding, % at 4.78 µM | hit rate 0.12% among 320,000 | AID 2300, 2010;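 active = percent inhibition above the cutoff of mean plus 3 SD of all tested compounds, set per screening campaign, cut at about 20% in these data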;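 note: 0% = DMSO wells and 100% = biotin wells as full block of FRET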
Target sequence (Q9Y5X4 whole entry, looked up): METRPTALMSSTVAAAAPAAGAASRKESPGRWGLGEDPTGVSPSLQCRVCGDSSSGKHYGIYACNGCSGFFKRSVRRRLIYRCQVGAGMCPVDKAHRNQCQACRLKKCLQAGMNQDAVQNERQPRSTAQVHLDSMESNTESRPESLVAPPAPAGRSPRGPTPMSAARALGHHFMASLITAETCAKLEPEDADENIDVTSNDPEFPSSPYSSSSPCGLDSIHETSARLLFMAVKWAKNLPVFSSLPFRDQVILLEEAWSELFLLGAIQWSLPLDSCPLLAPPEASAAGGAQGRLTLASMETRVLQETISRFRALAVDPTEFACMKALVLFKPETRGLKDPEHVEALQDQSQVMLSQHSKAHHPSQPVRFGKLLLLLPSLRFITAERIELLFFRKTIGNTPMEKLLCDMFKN
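Test system – NR2E3–RetCOR corepressor complex · Quantity – NR2E3 fusion 1.35 nM · Buffer or medium – Tris pH 7.5 · Incubation – Compound–protein incubation for 5 h at 4 °C · Technique – TR-FRET, Eu(K)-anti-GST donor, streptavidin-D2 acceptor, ex 340, em 617/671 nm · Evaluation – percent inhibition of 671/617 nm emission ratio versus biotin and DMSO controls · Plate – 1536-well format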
PDI inh: inhibitors of human PDI, primary screen, biochemical, turbidity, single point, plate reader; hit rate 0.052% among 350,000; AID 588391, 2011; PDI insulin aggregation turbidity, A650, 90 min; Protein disulfide-isomerase (Homo sapiens), P07237; inhibition, % at 10 µM;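 active = mean inhibition across replicates of 30% or more, whatever share of single replicates reach that level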;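 note: absorbance from insulin aggregation driven by PDI reduction with DTT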
Target sequence (P07237 whole entry, looked up): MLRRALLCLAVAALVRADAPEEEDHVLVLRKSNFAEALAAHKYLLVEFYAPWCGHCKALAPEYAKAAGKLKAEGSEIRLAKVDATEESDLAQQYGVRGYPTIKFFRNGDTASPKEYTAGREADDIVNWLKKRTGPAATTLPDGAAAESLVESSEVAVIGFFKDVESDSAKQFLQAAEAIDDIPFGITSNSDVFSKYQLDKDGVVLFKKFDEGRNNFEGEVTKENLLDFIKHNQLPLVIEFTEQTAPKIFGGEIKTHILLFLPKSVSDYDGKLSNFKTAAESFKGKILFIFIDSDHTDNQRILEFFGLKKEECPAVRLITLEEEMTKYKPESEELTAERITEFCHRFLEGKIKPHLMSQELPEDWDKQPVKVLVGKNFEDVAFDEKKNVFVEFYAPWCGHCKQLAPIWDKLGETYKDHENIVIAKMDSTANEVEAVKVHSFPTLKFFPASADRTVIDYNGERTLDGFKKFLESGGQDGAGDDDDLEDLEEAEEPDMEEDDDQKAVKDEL
MITF TRPM1 inh: inhibitors of MITF-dependent TRPM1 promoter reporter, primary screen, cell-based, SK-MEL-5, single point, luciferase. SK-MEL-5 TRPM1 promoter luciferase, 24 h. hit rate 0.83% among 330,000. inhibition, % at 12.5 µM. AID 488899, 2010;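 active = mean inhibition across replicates of 60% or more, whatever share of single replicates reaches that level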; note: values of inactives mirror those of a sister screen read the other way
Shn3 3UTR inh: reduction of Shn3 3'UTR firefly luciferase signal, primary screen, Schnurri-3 inhibitor project, cell-based, Clone20 osteoblasts, set 2. Clone20 osteoblast Shn3 3'UTR firefly luciferase, 24 h. inhibition, % at 12.5 µM. hit rate 0.52% among 360,000. AID 588674, 2011;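 active = mean inhibition of at least 75% with every replicate also reaching 75%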;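 note: 0% = median of neutral control wells and 100% = pilot-screen positive control compound; some compounds past the cut are filed as inactive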
NR2E3 ag-2: NR2E3 agonists in two-hybrid cells, primary screen, cell-based, luminescence, CHO-S, Gal4-NCOR/VP16-NR2E3. Photoreceptor-specific nuclear receptor (Homo sapiens), Q9Y5X4. luciferase. inhibition of corepressor binding, % at 3.98 µM. hit rate 0.35% among 360,000. AID 602229, 2012;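 active = inhibition above the mean of all tested compounds plus 3 SD, cut at about 70% in these data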;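 note: 0% = DMSO with NR2E3 transfected cells and 100% = cells lacking NR2E3 construct; higher means lower luciferase signal from less NR2E3 corepressor binding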
Peg3 promoter: Peg3 promoter-driven luciferase inhibitors, primary screen, cell-based, HeLa, luciferase luminescence | HeLa PEG-Prom luciferase reporter, overnight | inhibition, % at 20 µM | hit rate 1.7% among 360,000;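 active = inhibition of at least 50% at 20 µM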
KKLEB tox: cytotoxicity in KKLEB CF airway cells, primary screen, cytotoxicity control for CF NF-kB inhibitor project, cell-based, uHTS, fluorescence assay plates. KKLEB CF airway cells viability, ATPlite luminescence, overnight; stronger effect = lower value; cells stimulated with P. aeruginosa culture filtrate. activity change (cytotoxicity), % at 5 µM. hit rate 0.36% among 360,000;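 active = corrected activity change at or below -50% at 5 µM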
Numbers without * were called inactive; x = no result given. This is a random part of the collection (roughly 3.3% active in at least one column).

SMILES	Vif inh	HIF-2a inh	CaV13 FRET inh	CF NFkB block	NR2E3 ag-1	PDI inh	MITF TRPM1 inh	Shn3 3UTR inh	NR2E3 ag-2	Peg3 promoter	KKLEB tox
Cc1ccc(NC(=O)C(c2ccc(Cl)cc2Cl)N2CCCC2)cc1 (stereo not drawn)	3	17	-2	0	-1	-5	0	-7	-3	16	6
Cc1ccc(/C(O)=C2/C(=O)C(=O)N(CCN3CCOCC3)C2c2cccs2)cc1 (stereo not drawn)	-1	-12	-8	-3	3	4	-3	-2	-3	-24	-7
O=C(N/N=C/c1cccc([N+](=O)[O-])c1)c1cc2ccccc2o1	-1	2	-3	28	2	-7	-18	0	-11	1	-24
Cc1cc(NC(=O)CSc2nnc(-c3ccc(O)cc3)o2)no1	-3	-47	3	12	3	9	-6	-13	2	-51	1
Cc1ccc(C)c(NC(=O)C2CC(Cl)=CCC2C(=O)O)c1 (stereo not drawn)	4	23	-8	2	2	-4	-4	1	23	10	4
CCOC(=O)N1CCC(N2Cc3cccc(C(=O)Nc4ccccc4OC)c3C2=O)CC1	-5	8	-16	-15	-1	-1	2	2	-22	3	11
COc1cccc(CNC(=O)C2CCCN(c3nn4c(=O)cc(C)nc4s3)C2)c1 (stereo not drawn)	-6	5	-5	3	0	-8	7	1	-8	15	-5
COC(=O)[C@@H]1C[C@H]2CC[C@H](O)C[C@H]2N1Cc1ccc(N2CCN(C)CC2)cc1	-4	8	-8	0	3	-4	-16	-13	-5	-1	-5
Cc1ccc(-c2c(C)cc3oc(=O)cc(-c4ccccc4)c3c2C)cc1	-2	12	-6	32	x	-5	2	12	-2	11	-21
C=CCN1CCN(C(c2ccccc2)c2nnnn2CCC(C)C)CC1 (stereo not drawn)	-9	15	-4	3	1	15	3	10	2	17	3
CCOc1ccccc1Nc1nc(N)nc(CN2CCCCC2C)n1 (stereo not drawn)	7	18	-3	1	1	-3	2	6	0	-5	4
CCOc1cc(C2CC(=O)NC3=C2C(=O)C(C(=O)OC)C(C)C3)cc(Br)c1O (stereo not drawn)	2	-3	-3	-4	0	-1	-13	-3	0	6	5
CCCCCCCCCCCCN1[C@@H](CC(=O)OC)c2cc(C(F)(F)F)ccc2S1(=O)=O	x	10	-6	27	2	0	2	11	20	2	1
Cc1cc(/C=N/NC(=O)c2c(Br)cnn2C)c(C)n1-c1cccc(Br)c1	-1	-2	-5	12	1	15	-18	4	-6	0	-8
O=c1[nH]c(=O)c2nc3ccccc3nc2[nH]1	-5	27	-5	-5	6	-3	-9	-12	-24	0	8

Reprinted from the part before: 2 compounds; new compounds follow.
SMILES	Vif inh	HIF-2a inh	CaV13 FRET inh	CF NFkB block	NR2E3 ag-1	PDI inh	MITF TRPM1 inh	Shn3 3UTR inh	NR2E3 ag-2	Peg3 promoter	KKLEB tox
Cc1cc(/C=N/NC(=O)c2c(Br)cnn2C)c(C)n1-c1cccc(Br)c1	-1	-2	-5	12	1	15	-18	4	-6	0	-8
O=c1[nH]c(=O)c2nc3ccccc3nc2[nH]1	-5	27	-5	-5	6	-3	-9	-12	-24	0	8
Cc1ccc(NC(=O)Cc2nc(CN(C)CC(=O)Nc3ccc(C)cc3)cs2)cc1	-5	4	-4	-13	-3	-1	3	13	4	26	0
COc1ccc(-c2ccc(C(=O)Nc3cccc(C(C)=O)c3)c3occc23)c(C)c1	-17	-168	-5	-19	x	5	x	-7	-68	-86	0
Cc1cccc(NC(=O)CN2C(=O)N/C(=C/c3cc(C)n(-c4ccncc4)c3C)C2=O)c1	4	34	-4	-12	1	7	-1	4	-29	18	6
COc1cccc(CN(CC2CCCO2)S(=O)(=O)c2ccc(S(=O)(=O)N(C)C)cc2)c1 (stereo not drawn)	-2	-23	-5	15	-1	1	-1	-9	22	12	10
COCCN(C(=O)C(C)N1C(=O)c2ccccc2C1=O)c1c(N)n(CC(C)C)c(=O)[nH]c1=O (stereo not drawn)	1	3	-7	-8	x	-4	2	2	11	-10	9
O=C(Nc1cccnc1)C1(c2ccccc2)CCCC1	0	15	x	12	-2	0	-6	4	3	34	-3
COc1cc(CNC(=O)c2cc(-c3ccc(F)cc3C)n[nH]2)cc(OC)c1	15	-23	-10	5	x	-10	x	-9	-16	-12	-4
CCOC(=O)C1=C(C)Nc2ccccc2N=C1NC(=O)Cc1ccc(OC)cc1	-4	4	-8	9	0	13	1	-1	-1	8	-3
Cc1ccccc1CNC(=O)c1ccc2ccccc2n1	5	-41	-3	-7	4	-5	11	-2	-28	-7	6
O=C(Nc1c2c(nn1-c1ccc([N+](=O)[O-])cc1)CS(=O)(=O)C2)C1CC1	11	1	-2	6	0	6	-1	-6	-7	-6	-4
COc1ccc(-c2[nH]c(-c3ccc(C(=O)O)cc3)nc2-c2ccccc2)cc1	5	3	-6	17	-2	16	-14	-19	14	2	9
Cc1ccc(CNc2ccc3c(c2)nc(C)n3C)cc1	12	-168	-5	-3	-2	-2	-21	-45	-117	-196	-12
CCSc1nc2ccc(C)cc2cc1C#N	-3	-71	7	-14	2	1	-29	-15	12	-38	-7
CC(C)NC(=O)C1(c2ccccc2)CC1(Cl)Cl (stereo not drawn)	1	20	-3	-11	2	0	-1	6	-5	2	-1
CN(C)C(=O)c1ccccc1-c1ccccc1	4	9	-3	-7	0	-39	2	8	-4	-2	4

Some of the entries so far, with each value named:
CCOC(=O)C1=C(C)Nc2ccccc2N=C1NC(=O)Cc1ccc(OC)cc1
  Vif inh: -4
  HIF-2a inh: 4
  CaV13 FRET inh: -8
  CF NFkB block: 9
  NR2E3 ag-1: 0
  PDI inh: 13
  MITF TRPM1 inh: 1
  Shn3 3UTR inh: -1
  NR2E3 ag-2: -1
  Peg3 promoter: 8
  KKLEB tox: -3
Cc1ccccc1CNC(=O)c1ccc2ccccc2n1
  Vif inh: 5
  HIF-2a inh: -41
  CaV13 FRET inh: -3
  CF NFkB block: -7
  NR2E3 ag-1: 4
  PDI inh: -5
  MITF TRPM1 inh: 11
  Shn3 3UTR inh: -2
  NR2E3 ag-2: -28
  Peg3 promoter: -7
  KKLEB tox: 6

The list goes on:
SMILES	Vif inh	HIF-2a inh	CaV13 FRET inh	CF NFkB block	NR2E3 ag-1	PDI inh	MITF TRPM1 inh	Shn3 3UTR inh	NR2E3 ag-2	Peg3 promoter	KKLEB tox
COc1cccc(CN(C)C(=O)c2sccc2-c2ccccc2)c1OC	-6	5	-6	-6	3	-1	13	19	-33	6	6
COc1ccccc1/C=C/C1NC(=O)NC(C)=C1C(=O)OC(C)C (stereo not drawn)	0	25	-2	19	1	-3	-2	22	-19	17	-15
COc1ccc(NC(=S)NCCN2CCOCC2)cc1	-3	10	-4	-23	-2	5	-6	-1	9	16	9
COc1cc2c(cc1OC)[C@@H](Cc1ccc(OCCC#N)cc1)N(C)CC2	16	12	-4	9	1	-1	14	4	-41	6	-8
Cc1cccc(CN2CCN(C3CN(Cc4ccc([N+](=O)[O-])cc4)S(=O)(=O)C3)CC2)c1 (stereo not drawn)	x	5	-6	-6	x	x	x	9	20	19	-3
CC(=O)N(/N=C/c1cccc(C)c1)c1nc(-c2ccc(Br)cc2)cs1	6	-22	x	-17	-2	0	36	13	-17	-15	11
CCC(C)NC(=O)CSc1nc2c(sc3ccccc32)c(=O)n1CCCN1CCOCC1 (stereo not drawn)	-2	8	-4	-36	6	-2	-1	-2	4	1	2
COc1ccc2c(C(=O)CN3CCN(c4ccccc4)CC3)c[nH]c2c1	3	2	-6	-2	1	-1	7	-13	-25	8	-11
S=c1[nH]nc(C2CCCCC2)n1/N=C/c1ccncc1	-2	11	-4	85*	3	9	-3	-7	-12	2	-12
Cc1ccc(SC(C)C(=O)Nc2ccncc2)cc1 (stereo not drawn)	-11	4	-4	4	-2	-8	7	59	-21	3	13
O=C(NNC(=S)NC(=O)c1ccccc1[N+](=O)[O-])c1ccccc1Cl	4	16	-3	2	0	17	2	-7	45	1	1
Cc1cccc(C(=O)OCC(=O)NC2CC2)c1O	-1	-25	-5	-28	x	-1	-7	-19	6	-5	0
CCOc1ccc(S(=O)(=O)N2CCOCC2)cc1NC(=O)CCOc1ccc(C(C)(C)C)cc1	x	-5	-4	28	x	6	-5	29	-11	6	-18
C=CCn1c(CCC(O)COCCC)n[nH]c1=S (stereo not drawn)	-2	13	-6	-7	1	-6	6	2	10	12	5
O=C(N/N=C/C=C/c1ccco1)C(O)c1ccccc1 (stereo not drawn)	x	-8	-9	5	4	3	-4	7	7	2	-4
Cc1noc(/C=C/N(C)C)c1S(=O)(=O)N1CCC(C(=O)O)CC1	4	8	-3	12	-1	x	x	-20	-44	1	4
CCCN(C(=O)c1cccc(S(=O)(=O)N2CCN(Cc3ccccc3)CC2)c1)C1CCS(=O)(=O)C1 (stereo not drawn)	2	5	-2	4	1	-3	2	31	26	1	-1

A stretch taken from the entries so far, as a working copy:
SMILES	Vif inh	HIF-2a inh	CaV13 FRET inh	CF NFkB block	NR2E3 ag-1	PDI inh	MITF TRPM1 inh	Shn3 3UTR inh	NR2E3 ag-2	Peg3 promoter	KKLEB tox
O=C(NNC(=S)NC(=O)c1ccccc1[N+](=O)[O-])c1ccccc1Cl	4	16	-3	2	0	17	2	-7	45	1	1
Cc1cccc(C(=O)OCC(=O)NC2CC2)c1O	-1	-25	-5	-28	x	-1	-7	-19	6	-5	0
